Compound activity (PubChem)
ABCG2 inh = blocks JC-1 efflux by human ABCG2 transporter; Q9UNQ0; IgMXP3 cells, flow cytometry; inhibition, % at 6.6 µM; hit rate 0.1% among 190,000;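 active means inhibition above 80%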;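 further: 0% = DMSO and 100% = nicardipine control wells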
Target sequence (Q9UNQ0 whole entry, looked up): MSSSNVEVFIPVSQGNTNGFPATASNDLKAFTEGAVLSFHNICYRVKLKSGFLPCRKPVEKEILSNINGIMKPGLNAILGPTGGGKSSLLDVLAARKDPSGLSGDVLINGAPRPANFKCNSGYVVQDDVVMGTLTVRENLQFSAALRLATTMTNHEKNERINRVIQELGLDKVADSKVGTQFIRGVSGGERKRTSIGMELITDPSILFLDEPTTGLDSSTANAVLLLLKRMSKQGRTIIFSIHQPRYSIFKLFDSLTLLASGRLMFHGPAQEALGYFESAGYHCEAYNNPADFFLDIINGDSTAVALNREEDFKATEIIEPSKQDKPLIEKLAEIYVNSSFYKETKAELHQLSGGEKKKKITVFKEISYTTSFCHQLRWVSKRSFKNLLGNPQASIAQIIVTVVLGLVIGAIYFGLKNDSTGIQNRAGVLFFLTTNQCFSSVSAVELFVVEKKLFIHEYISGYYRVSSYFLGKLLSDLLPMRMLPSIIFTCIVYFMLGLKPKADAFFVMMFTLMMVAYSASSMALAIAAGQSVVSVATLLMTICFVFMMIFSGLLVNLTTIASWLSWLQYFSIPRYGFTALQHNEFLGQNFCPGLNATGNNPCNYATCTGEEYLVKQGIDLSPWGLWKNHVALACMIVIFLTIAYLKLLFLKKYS
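Times: 10 min at 25 °C | Test system: Two drug-resistant human cell lines, ABCG2 and ABCB1 | Quantity: 3 million cells/mL final, two lines in 1:1 ratio | Signal: Flow cytometry, 530 nm JC-1 signal | Dosing: Compound at 6.6 µM | Controls: Nicardipine and DMSO wells | Reagent: JC-1 as fluorescent efflux pump substrate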
Bim-Mcl-1 = disrupts Bim peptide binding to human Mcl-1; AID 1009; inhibition, % at 10 µM; Bead-based flow cytometry, Bim peptide-Mcl-1 binding; hit rate 0.1% among 190,000; Q07820;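 further: 0% = no compound tracer wells and 100% = peptide blocker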
RGS4-Gao reg = human RGS4-Galphao interaction regulation; binding response (% of control), % at 10 µM; P09471; hit rate 0.33% among 220,000; Multiplexed bead flow cytometry, RGS4-Galphao binding; actives lie on both sides; AID 1415; in the data active means binding response below about 49% or above about 150%; inactive means in between;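 further: fluorescent Galphao activated with aluminum fluoride binding bead-coupled RGS4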
Bim-Bcl-2 = disrupts Bim peptide binding to human Bcl-2; P10415; Bead-based flow cytometry, Bim peptide-Bcl-2 binding; inhibition, % at 10 µM; hit rate 0.06% among 190,000; in the data active means inhibition above about 40%; inconclusive means no clear call, values can overlap the other calls;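 further: 0% = no compound wells with probe peptide and 100% = reference peptide inhibitor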
Bcl-B Bim block = human Bim-Bcl-B interaction inhibition. Q9HD36. bead-based flow cytometry, Bim peptide-Bcl-B binding. inhibition, % at 10 µM. hit rate 0.073% among 190,000. AID 951;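 further: 0% = tracer peptide without compound and 100% = reference inhibitor peptide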
RGS8-Gao reg = human RGS8-Galphao interaction regulation. P09471. multiplexed bead flow cytometry, RGS8-Galphao binding; actives lie on both sides. response (percent of control binding), % at 10 µM. hit rate 0.34% among 220,000. AID 1423; in the data active means response below about 60% or above about 140%; inactive means in between;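 further: Galphao activated as the GDP aluminium fluoride complex binding bead-coupled RGS8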
Bim-Bfl-1 = human Bim-Bfl-1 interaction inhibition. hit rate 0.12% among 190,000. Bead-based flow cytometry, Bim-Bfl-1 binding inhibition. inhibition, % at 10 µM;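 further: 0% = wells without compound plus tracer and 100% = blocker peptide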
Bim-Bcl-XL = human Bim-Bcl-XL interaction inhibition. Q07817. Bim peptide-Bcl-XL binding, bead flow cytometry, fluorescence. inhibition, % at 10 µM. hit rate 0.04% among 190,000. AID 1007
Target sequence (Q07817 whole entry, looked up): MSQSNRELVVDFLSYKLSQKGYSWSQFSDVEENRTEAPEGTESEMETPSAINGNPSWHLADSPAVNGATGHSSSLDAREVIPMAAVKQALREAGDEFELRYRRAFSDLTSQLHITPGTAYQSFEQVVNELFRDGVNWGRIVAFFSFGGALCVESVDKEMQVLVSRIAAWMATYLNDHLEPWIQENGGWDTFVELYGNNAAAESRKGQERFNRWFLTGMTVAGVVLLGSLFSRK
ABCB1 block = blocks JC-1 efflux by human ABCB1 transporter; P08183; CCRF-Adr cells, flow cytometry; inhibition, % at 6.6 µM; hit rate 0.067% among 190,000; AID 1326; in the data active means inhibition above about 40%;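 further: 0% = vehicle and 100% = reference inhibitor; higher value means more JC-1 retained so stronger ABCB1 efflux block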
RGS7-Gao reg = modulates binding of RGS7 to human Galphao; Multiplexed bead flow cytometry; actives lie on both sides; binding response (% of control), % at 10 µM; hit rate 0.35% among 220,000; in the data active means binding response below about 49% or above about 150%; inconclusive means no clear call, values can overlap the other calls; inactive means in between;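 further: fluorescent Galphao held in activated GDP-AlF4 state binding bead-coupled RGS7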
Bim-Bcl-W = human Bim-Bcl-W interaction inhibition; inhibition, % at 10 µM; bead-based flow cytometry, Bim peptide-Bcl-W binding; AID 952; Q92843; hit rate 0.02% among 190,000;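 further: 0% = bound tracer without compound and 100% = peptide blocker; higher means less fluorescent Bim peptide bound to Bcl-W beads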
* marks the source's active call; other numbers are inactive results; ? = inconclusive; / = not tested or not shown. Unless noted, no stated cut-off is given here; in the data, active means inhibition above about 40%.

SMILES	Bim-Bcl-XL	ABCB1 block	Bcl-B Bim block	ABCG2 inh	Bim-Mcl-1	RGS7-Gao reg	RGS4-Gao reg	Bim-Bcl-2	RGS8-Gao reg	Bim-Bfl-1	Bim-Bcl-W
O=C(CCCC(=O)N/N=C\c1ccccn1)N/N=C\c1ccccn1	-7	7.6	-3	-2	-1	99	98	-1	99	-5	-3
CCCc1cc(-c2[nH]ncc2-c2ccc3c(c2)OCCCO3)c(O)cc1OC	-2	-0.1	-3	0	0	94	100	-11	100	-11	0
CCN(CC)CCn1c2ccccc2c2cnc(N)c(C#N)c21	-3	1.3	-3	4	-1	109	107	-5	109	-3	-1
O=C(N/N=C\c1ccc(CN(Cc2ccc(Cl)cc2)S(=O)(=O)c2ccccc2)o1)C(=O)Nc1ccc(F)cc1	0	0.2	-6	14	0	95	98	-4	101	-8	3
COc1cc(C=NCC2OCCc3ccccc32)cc(OC)c1 (stereo not drawn)	-4	0.2	-4	0	-1	100	100	0	104	1	-1
OC(CNCc1ccc(Cl)cc1)(c1ccccc1)c1ccc(F)cc1 (stereo not drawn)	-1	1.1	4	4	0	101	101	0	105	-2	1
CN1CCN(S(=O)(=O)c2ccc(N(C)Cc3cccs3)nc2)CC1	9	0.1	-5	-1	0	99	97	-6	101	-6	0
COc1ccc(CCNC(=O)CCN2C(=O)C3CC=CCC3C2=O)cc1OC (stereo not drawn)	-8	0.0	-7	0	0	94	94	-6	96	-10	-5
CCN(CC(=O)NC(=O)NC1CCCCC1)Cc1nc2ccccc2c(=O)[nH]1	-2	2.7	-7	6	2	100	101	-3	101	-12	0
CCc1cccc(CC)c1-n1c(SCc2cc(=O)n3ccsc3n2)nnc1-c1cccnc1	-1	2.5	-8	2	1	100	90	-3	96	-8	1
OCCCCNCc1ccc(OCc2ccc(Cl)cc2)cc1	-6	-0.5	-8	0	-2	101	105	-6	102	-14	0
Cc1nnc(-c2ccccc2)nc1N1CCOCC1	1	0.3	2	7	1	101	102	-4	104	0	0
N#Cc1ncc(C(F)(F)F)cc1Sc1ccc(N)cc1	0	-0.2	-8	-1	0	96	91	-4	93	-9	0
O=C(c1cc2c(s1)CCC2)N1CCN(c2ccccc2)CC1	-20	0.8	-6	4	-3	91	94	-6	102	-12	-3
CCOc1ccccc1N1CSC2=C(C#N)C(c3c(OC)ccc4ccccc34)CC(=O)N2C1 (stereo not drawn)	-4	-1.8	-11	-4	-6	106	101	0	84	1	0
O=C(CSc1nnc(-c2ccco2)o1)NC(=O)C1COc2ccccc2O1 (stereo not drawn)	0	0.4	3	2	0	77	70	5	71	4	1
CCCc1ccc(S(=O)(=O)NCCc2ccncc2)cc1	-14	1.1	-11	5	-5	99	98	-12	101	-18	-3
CC(C)(Oc1ccc(Cl)cc1)C(=O)N(Cc1ccccc1)c1ccccn1	-4	/	-5	2	-1	98	96	-6	100	-5	0
CC(=O)Nc1cccc(NC(=O)CSc2ncc(-c3ccc(Cl)cc3)n2Cc2ccco2)c1	-11	1.9	-10	41	-7	97	99	-13	98	-15	0
CN(C)CC(C)(C)CNS(=O)(=O)c1ccc(OC(F)(F)F)cc1	-2	1.2	-2	2	0	105	102	-3	103	-6	-3
C=CCN1C(=O)CN=C1Nc1cc(C)cc(C)c1	-1	0.0	-3	0	0	101	100	-7	100	-7	2
CSCCNC(=O)c1cccc(Cl)c1	-2	0.1	-1	0	2	102	98	1	98	-4	0
CC1=C(n2nnc3ccccc32)C(c2ccccc2)C(C#N)=C(N)O1 (stereo not drawn)	-8	0.3	1	1	0	117	117	0	108	3	0
Cc1ccc(C)c(NC(=O)Cn2nc(-c3ccccc3)nc2-c2ccccc2)c1	0	0.5	0	4	2	101	97	0	100	-3	-1
CCOC(=O)Cn1nnnc1CN1CCN(c2ccc(OC)cc2)CC1	-2	0.9	-3	12	-2	102	102	-2	100	-7	-1
O=C(Nc1ccc(N2CCCC2)c(Cl)c1)c1ccc([N+](=O)[O-])o1	-3	0.8	-1	10	-6	92	97	-4	102	5	-7
O=C(COC(=O)c1ccc(O)cc1)Nc1ccc(N2CCCCC2)cc1	-4	-0.1	-5	1	0	103	107	-6	101	-8	-2
COc1ccc(S(=O)(=O)N2CCCCC2)cc1NS(=O)(=O)c1ccccc1F	0	0.1	2	0	2	104	105	0	99	1	2
CCc1ccc2ncc(S(=O)(=O)c3ccc(C)c(C)c3)c(N3CCCC3)c2c1	-16	6.1	-15	7	-10	105	108	-12	101	-19	-10
CCOC(=O)N1CCc2c(sc3c2C(=O)NC(c2ccccc2)N3)C1 (stereo not drawn)	-1	0.8	-3	7	-2	103	101	2	98	4	-1
Cc1ccc(NC2=C(Cl)C(=O)N(C3CCCCC3)C2=O)cc1	0	-0.9	-7	-6	0	104	106	-4	92	-10	0
CC(C)/C=N/NC(=O)c1cc(Br)ccc1O	-4	0.1	-1	0	-1	103	99	0	94	1	-2
O=C(CN(C1CCCCC1)S(=O)(=O)c1ccc(F)cc1)NCc1ccncc1	-9	0.4	-7	1	-2	101	99	-9	101	-8	-1
CCc1c(C)nc2ncnn2c1Nc1ccc(C)c(C)c1	-7	0.2	-5	0	-2	103	100	11	100	-6	-2
O=C(Nc1nnc(-c2ccccc2)s1)c1ccc(F)cc1	-2	1.4	-7	7	1	101	97	1	100	-4	-3
CCOc1ccccc1C(=O)NCc1ccc2c(c1)OCO2	-4	0.7	-7	5	-2	101	103	-11	100	-12	1
CC(=O)N1CCC(=NNS(=O)(=O)c2ccc(C)c([N+](=O)[O-])c2)CC1	-19	-0.5	-28	-1	-80	102	104	-17	102	-14	1
COc1ccc(CN2CC(C(=O)NCCc3ccc(C)cc3)CC2=O)cc1 (stereo not drawn)	-2	1.0	-2	3	-3	103	101	-2	102	-2	-2
Cc1cc(C)c(NC(=O)/C(=C/c2ccccc2)c2ccccc2)c(C)c1	0	2.8	-1	11	5	94	97	0	94	2	2
O=C(OCc1ccc(C(=O)c2ccccc2)cc1)c1cccc(-c2nnc(-c3ccccc3)o2)c1	1	2.9	-2	8	-2	100	96	-2	100	-3	-1
CNS(=O)(=O)c1ccc(NC(=O)c2cncc(Br)c2)cc1	-3	1.1	-3	46	-1	?	98	-4	100	-6	-3
Cc1nn(CC(=O)Nc2ccc(C(=O)N(C)C)cc2)c(=O)c2ccccc12	2	0.6	2	1	0	100	102	3	102	0	1
Cc1ccc(-n2nc3c(c2NC(=O)c2ccc(Br)o2)CSC3)c(C)c1	-6	0.1	-10	0	-6	99	108	-10	104	-12	-2
COc1ccccc1-c1cc(N)n(S(=O)(=O)c2ccc(F)c(C)c2)n1	4	0.5	5	1	3	97	101	1	99	0	1
O=C(Nc1cccnc1)c1ccc2c(c1)C(=O)N(CC1CCCO1)C2=O (stereo not drawn)	3	-0.6	3	0	0	91	93	1	97	6	1
CC1CCCCC1NS(=O)(=O)c1ccc(S(=O)(=O)NCc2ccncc2)cc1 (stereo not drawn)	-3	-0.3	-3	-2	-2	95	97	-4	97	-4	-1
O=S(=O)(NC1CCCCCCC1)c1cccs1	-25	0.7	-5	1	-8	100	99	-7	99	-11	0
O=C(NCc1ccco1)C1OCCc2ccccc21 (stereo not drawn)	0	0.1	-9	0	-1	100	106	-7	104	-10	1
O=C(NCCn1cc(SCC(=O)N2CCOCC2)c2ccccc21)c1c(F)cccc1F	0	0.5	-3	2	-1	100	101	0	101	-4	0
COc1ccc(N(C)C(=S)Nc2ccc3nc(C)c(C)nc3c2)cc1	-4	0.5	-7	2	0	95	94	-5	99	-4	-1
CC(=O)Nc1nc(C)nc(-c2ccccc2OC(C)=O)n1	11	-0.2	4	13	7	101	101	12	101	10	9
COc1ccccc1C(=O)NNC(=O)c1ccc(NC(=O)CC(C)C)cc1	-3	0.7	-5	2	0	112	111	-5	106	-5	-2
COc1cccc(-c2cc(C(F)(F)F)nc(-n3cccn3)n2)c1	-7	-0.1	-13	3	-5	98	100	-15	99	-14	0
OCCNCc1cc(Br)ccc1OCc1ccccc1	-1	-0.3	2	52	-9	96	97	1	91	0	-4
CCOC(=O)C1=C2c3ccc4ccccc4c3CC(C)(C)N2C(=O)C1=O	-2	0.3	2	6	-1	96	96	-5	99	-3	0
c1ccc(-c2noc(-c3ccco3)n2)nc1	-4	2.4	2	17	-1	104	102	-5	102	0	0
C[C@]1(C(=O)NCCN2CCOCC2)C=C[C@@H](Cc2ccccc2)N1C(=O)c1ccccc1	-4	-0.1	-3	0	0	102	99	-3	100	-3	-3
COc1ccc(N2CCN(C(=O)C(=O)c3c(C)n(C)c4ccccc34)CC2)cc1	1	-0.2	0	0	0	108	108	0	104	0	0
CC(=O)c1c(N2CCN(CCO)CC2)nc(=S)n(-c2ccccc2)c1C	-5	0.8	-5	11	1	?	99	-6	102	-5	-1
O=C(NCC(c1cccs1)N1CCOCC1)c1cc([N+](=O)[O-])cc([N+](=O)[O-])c1 (stereo not drawn)	-3	0.5	4	2	-2	97	100	3	99	4	-2

Continued, starting with the last three of the part before.
SMILES	Bim-Bcl-XL	ABCB1 block	Bcl-B Bim block	ABCG2 inh	Bim-Mcl-1	RGS7-Gao reg	RGS4-Gao reg	Bim-Bcl-2	RGS8-Gao reg	Bim-Bfl-1	Bim-Bcl-W
COc1ccc(N2CCN(C(=O)C(=O)c3c(C)n(C)c4ccccc34)CC2)cc1	1	-0.2	0	0	0	108	108	0	104	0	0
CC(=O)c1c(N2CCN(CCO)CC2)nc(=S)n(-c2ccccc2)c1C	-5	0.8	-5	11	1	?	99	-6	102	-5	-1
O=C(NCC(c1cccs1)N1CCOCC1)c1cc([N+](=O)[O-])cc([N+](=O)[O-])c1 (stereo not drawn)	-3	0.5	4	2	-2	97	100	3	99	4	-2
Cc1nnc(NCc2ccncc2)c2ccccc12	-9	0.4	5	1	1	96	98	-4	102	-9	5
O=C(NCCCn1ccnc1)c1cccnc1	0	-0.1	4	0	-2	102	99	0	106	1	-2
O=C(Nc1ccc2c(c1)C(=O)NC2=O)c1ccc2ncsc2c1	1	-0.6	0	1	1	104	102	1	102	-3	0
Cn1cc(S(=O)(=O)N2CCN(c3ccccc3)CC2)c(=O)n(C)c1=O	-5	0.1	-5	0	3	97	101	-6	99	-10	1
CSc1nc(-c2ccccc2)nc(NC(C)=O)c1C(C)=O	2	0.4	-1	4	-1	?	94	-2	98	-2	0
O=C(Nc1cccnc1)c1cc(-c2cccs2)on1	0	0.8	-2	10	1	101	102	4	99	0	0
CCOC(=O)C(CSCC(=O)c1ccc(Cl)cc1)NC(=O)OC(C)(C)C (stereo not drawn)	10	0.7	-10	2	0	103	104	-11	104	-6	3
CCOC(=O)N1CCN(C(=O)CCn2c(=S)[nH]c3cc(OCC)c(OCC)cc3c2=O)CC1	0	0.5	-4	7	-1	95	95	-1	94	-3	-2
